# Compound activity from PubChem.
# Chronic BCR inh – inhibitors of chronic active B-cell receptor signaling; ABC-DLBCL IkBa-CBG/CBR reporter, luminescence ratio, 4 h; Potency, µM (highest dose often 46.1 µM), without a hit: at the highest dose ratio change, negative = lower green/red ratio, usual class: inhibitors; 340,000 tested, 0.05% active; AID 493014; active means well fitted inhibition curve with a large enough effect in the signal ratio, with a control signal flat, not every such curve was filed as active; inconclusive means small, poorly fitted or top-dose-only effect, or effect the other way, or a change in a side signal; the % refers to the signal ratio;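 further: potency means the concentration at half of the fitted maximal effect; plate controls were basal doxycycline-induced cells for no effect and cells given 10 µM MG132 for full effect; MG132 reads +100%, hits lower the ratio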
#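 TMD8 human ABC-DLBCL cells with doxycycline-inducible IκBα–green luciferase fusion and unfused red luciferase, in 0.5% FBS medium; compounds up to 46 uM, 4 h at 37C. Green/red luminescence ratio, filter-overlap corrected, fitted to concentration-response curves.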
# Mito fusion yeast – blocks mitochondrial division or promotes mitochondrial fusion | 320,000 tested, 0.23% active | S. cerevisiae fusion-defective mutant growth rescue, CellTiterGlo 48 h | Potency, µM (top dose mostly 46.1 µM), for the others: at the highest dose growth rescue (activation), hits mostly activators;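 further: potency means the concentration at half of the fitted maximal effect; % of control where 0% means no effect; nearly all actives have a fitted effect of over 45% in size; temperature-sensitive fusion mutants such as fzo1-1 at 37 °C on non-fermentable ethanol glycerol medium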
#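 Read-out: ATP-based luminescence (CellTiterGlo, 10 min ambient) reporting growth of fusion-defective ts yeast after 48 hours at 37C on glycerol/ethanol YPEG medium in the presence of compound.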
# Menin-MLL TR inh – displaces Texas Red mutant MLL peptide from human menin; O00255; Menin + Texas Red MLL mutant peptide, fluorescence polarization; Potency, µM (series often up to 61.6 µM), for the others: at the top dose FP activity change, negative = inhibition, most hits filed as inhibitors; 270,000 tested, 0.23% active; AID 1768; active means well fitted inhibition curve with a large enough effect in the polarisation, with a control signal flat, not every such curve was filed as active; inconclusive means small, poorly fitted or top-dose-only effect, or effect the other way, or a change in a side signal; inactive means no such curve, though single readings can be large or run the other way; the % refers to the polarisation; further: potency means the concentration at half of the fitted maximal effect; % of control where 0% means no effect; many of its hits are not listed in these tables
# Target sequence (O00255 whole entry, looked up): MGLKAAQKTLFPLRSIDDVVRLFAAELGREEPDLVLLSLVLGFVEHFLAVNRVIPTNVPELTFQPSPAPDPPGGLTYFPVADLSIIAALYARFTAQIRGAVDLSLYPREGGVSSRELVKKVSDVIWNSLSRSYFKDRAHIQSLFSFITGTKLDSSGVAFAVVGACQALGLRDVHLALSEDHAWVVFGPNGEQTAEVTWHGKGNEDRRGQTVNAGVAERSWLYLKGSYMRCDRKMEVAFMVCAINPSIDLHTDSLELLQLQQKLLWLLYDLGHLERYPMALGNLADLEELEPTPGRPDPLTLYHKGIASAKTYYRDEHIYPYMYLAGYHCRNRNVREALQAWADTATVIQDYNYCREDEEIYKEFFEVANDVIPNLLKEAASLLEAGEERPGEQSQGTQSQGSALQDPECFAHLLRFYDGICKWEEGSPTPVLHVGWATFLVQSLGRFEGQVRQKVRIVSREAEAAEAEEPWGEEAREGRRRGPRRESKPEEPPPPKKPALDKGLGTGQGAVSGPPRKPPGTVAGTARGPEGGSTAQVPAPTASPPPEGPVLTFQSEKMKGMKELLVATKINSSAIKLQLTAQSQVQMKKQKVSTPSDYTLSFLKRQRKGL
# USP2a block – blocks human ubiquitin-specific protease USP2a. AID 463254. USP2 core, Ub-CHOP2 coupled fluorogenic reporter, 485/531. 330,000 tested, 0.01% active. Potency, µM (series often up to 38.3 µM), inactives show at the top dose activity change, negative = inhibition, usual class: inhibitors;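 further: potency means the concentration at half of the fitted maximal effect; plate controls were DMSO wells for no effect and full inhibition by NEM control for full effect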
#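 Deubiquitinase activity read as fluorescence (485/531 nm) after Ub-CHOP2 cleavage activates the enterokinase reporter on its substrate; USP2 core 10nM, Ub-CHOP2 and substrate 25nM each, 30min compound preincubation then 60min RT; data normalized to NEM, curves fitted.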
# hERG WT inh – inhibitors of human wildtype KCNH2 potassium channel; U2OS, BacMam KCNH2, thallium flux FluxOr; active compounds read low; activity change, % at 1.84 µM; 340,000 tested, 0.37% active;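 active means maximum activity change below -70%; inconclusive means maximum activity change between -70% and -50%; inactive means maximum activity change above -50%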; further: on the % scale 0 is the no-effect control and ±100 the full control effect
#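 U2OS cells transduced with wild-type KCNH2 virus are loaded with FluxOr dye for 45 min, and thallium flux is measured in kinetic reads before and after stimulation buffer. Rate constants are normalized to DMSO controls.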
# S-ASM inh – blocks human secretory acid sphingomyelinase. Potency, µM (doses to about 57.5 µM), for the others: top-dose activity change, negative = inhibition, actives largely listed as inhibitors. AID 504937. 340,000 tested, 0.006% active. placental ASM, HMU-PC fluorogenic substrate, 60 min; further: potency means the concentration at half of the fitted maximal effect
#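 Fluorogenic HMU-PC substrate (9 uM final) is turned over by placental ASM in 60 min at 37 C after a 10 min compound preincubation. Reaction ended by alkaline stop (pH 10), with fluorescence read at 386/447 nm.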
# TSHR antag – human thyrotropin receptor antagonism; TSHR-expressing cells, TSH-stimulated cAMP HTRF, 2 h; active compounds read low; activity change, negative = inhibition, % at 11.5 µM; 330,000 tested, 0.2% active; AID 504810;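 active means activity change below a set negative limit, meaning inhibition stronger than a set level, cut at about -70% in these data; inconclusive means activity change between two set negative limits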; further: on the % scale 0 is the no-effect control and ±100 the full control effect
#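 Freshly harvested TSHR cells receive pin-tooled compound, then EC80 TSH at 4nM final. After 2 hours at 37 deg C, antibody in lysis buffer and cAMP-d2 are added; 30 minutes at ambient temperature precede the HTRF read.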
# MBNL1-CUG inh – MBNL1-poly(CUG) RNA binding inhibition; Q9NR56; TR-FRET MBNL1-His/biotin-(CUG)12 binding, 665/545 ratio; Potency, µM (highest dose often 57.5 µM), for inactives: at the top dose activity change, negative = inhibition, usual class: inhibitors; 280,000 tested, 0.036% active; AID 2675; active means well fitted inhibition curve with a large enough effect in the signal ratio, with a control signal flat, not every such curve was filed as active; inconclusive means small, poorly fitted or top-dose-only effect, or effect the other way, or a change in a side signal; inactive means no such curve, though single readings can be large or run the other way; the % refers to the signal ratio; further: potency means the concentration at half of the fitted maximal effect; on the % scale 0 is the no-effect control and ±100 the full control effect
# Target sequence (Q9NR56 whole entry, looked up): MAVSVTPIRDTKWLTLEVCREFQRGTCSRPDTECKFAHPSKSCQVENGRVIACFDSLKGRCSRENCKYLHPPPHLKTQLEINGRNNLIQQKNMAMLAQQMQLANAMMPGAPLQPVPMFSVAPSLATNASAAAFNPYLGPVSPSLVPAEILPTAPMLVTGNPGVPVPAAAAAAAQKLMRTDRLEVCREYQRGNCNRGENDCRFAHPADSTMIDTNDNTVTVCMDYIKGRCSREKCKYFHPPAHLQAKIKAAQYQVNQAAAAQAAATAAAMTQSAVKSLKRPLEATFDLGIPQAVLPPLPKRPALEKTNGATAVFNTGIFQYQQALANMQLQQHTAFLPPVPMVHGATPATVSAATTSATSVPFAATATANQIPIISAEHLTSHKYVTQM
#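 TR-FRET between His-tagged MBNL1 and biotin-(CUG)12 RNA, detected with Tb anti-His antibody (0.055 ng/ul) and streptavidin-XL665 (5 nM), 60 min at room temperature. Compounds titrated 92 nM to 58 uM; 665/545 nm ratio normalized to buffer and complex controls.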
# PKM2 act – increases activity of human pyruvate kinase M2. P14618. purified PKM2, Kinase-Glo ATP luminescence, activation; response scale: 0% is enzyme alone, no compound. Potency, µM (highest dose often 57.5 µM), for inactives: at the highest dose activation, usual class: activators. 260,000 tested, 0.34% active. AID 1631; further: potency means the concentration at half of the fitted maximal effect; on the % scale 0 is the no-effect control and ±100 the full control effect; nearly all actives have a fitted effect of over 55% in size
#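 hPK-M2, >95% pure; 0.1 mM ADP / 0.5 mM PEP final; imidazole pH7.2 buffer w/ 7 mM MgCl2, 50 mM KCl; 1 h RT; Kinase-Glo lum. Intermediate enzyme activity for dual inhibitor/activator qHTS.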
# GALK inh – inhibitors of human galactokinase; Purified GALK, Kinase-Glo residual ATP luminescence; Potency, µM (series often up to 57.5 µM), for inactives: top-dose activity change, negative = inhibition, most hits filed as inhibitors; 270,000 tested, 0.007% active; AID 1868; further: potency means the concentration at half of the fitted maximal effect; on the % scale 0 is the no-effect control and ±100 the full control effect
#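 Galactose (100 uM) and ATP (35 uM) were turned over by 5 nM GALK for 1 h at RT. Kinase-Glo Plus then converted the remaining ATP into a luminescent signal.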
# Eya2 phos inh – inhibitors of human Eya2 phosphatase activity; O00167; recombinant Eya2, OMFP fluorescence dephosphorylation (OMFP is methylfluorescein phosphate); Potency, µM (series often up to 76.9 µM), without a hit: at the highest dose activity, negative = inhibition, hits mostly inhibitors; 330,000 tested, 0.006% active; further: potency means the concentration at half of the fitted maximal effect; on the % scale 0 is the no-effect control and ±100 the full control effect
#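 Eya2 protein (added as 0.2 uM solution) was preincubated with compound for 10 min at ambient temperature in 50 mM HEPES pH 7.5, 50 mM NaCl, 5 uM MgCl2, 0.05% BSA, 1 mM DTT. OMFP (added at 50 uM) then reacted 10 min; fluorescence read at 485/525 nm.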
# An asterisk follows results filed as active; i = inactive; ? = inconclusive; nt = not tested or not shown; [ ] = remark or other dose. Unless noted, the call rests on the fitted dose curve; in most records, active means well fitted curve in the direction sought with a large enough effect; inconclusive means small, poorly fitted or top-dose-only effect, or another doubt; inactive means no such curve, though single readings can be large; an effect the other way counts as inactive or inconclusive. An excerpt (hit frequency here may not be typical).
SMILES,Chronic BCR inh,Mito fusion yeast,Menin-MLL TR inh,USP2a block,hERG WT inh,S-ASM inh,TSHR antag,MBNL1-CUG inh,PKM2 act,GALK inh,Eya2 phos inh
CC1(C)CC(=O)C2=C(C1)N(c1ccc(F)cc1)C(=O)C2(NC(=O)c1ccccc1F)C(F)(F)F (stereo unspecified),-3%,10%,12%,3%,-4,2%,-3,18%,-2%,0%,-4%
Nc1ccc(Cl)c(S(=O)(=O)Nc2ccc(Cl)cc2)c1,3%,8%,nt,4%,-11,0%,-17,-4%,0%,4%,0%
CCC1CCCCN1C(=O)CSc1nnc(CNC(=O)c2c(F)cccc2Cl)o1 (stereo unspecified),0%,-2%,nt,0%,-3,4%,-7,-3%,nt,2%,7%
CCOc1ccc(NC(=O)c2cn(-c3ccc(OCC)cc3)c(=O)c3cc(OC)c(OC)cc23)cc1,2%,18%,-4%,-16%,0,?,-1,-4%,5%,-2%,11%
C/C(CC(=O)NCCCN1CCOCC1)=N\NC(=O)COc1cccc2ccccc12,1%,-1%,-1%,1%,-2,-3%,10,-13%,4%,1%,1%
O=C(CSc1nnc(Nc2ccccc2)s1)Nc1ccc(S(=O)(=O)N2CCOCC2)cc1,?,2%,1%,2%,0,-9%,-26,-2%,14%,0%,-10%
O=C(O)c1cccc(Nc2nc3ccccc3nc2NS(=O)(=O)c2ccccc2)c1,13%,nt,nt,0%,-7,12%,-8,nt,nt,nt,-3%
O=C(Nc1nnc2n1CCS2)c1ccco1,3%,-3%,0%,4%,5,-2%,-6,-3%,-6%,8%,3%
COc1ccc(-c2nnc(SCC(=O)N/N=C/c3ccccc3C(=O)O)n2-c2ccc(Cl)cc2)cc1,?,-1%,nt,-4%,-2,-5%,16,-4%,3%,4%,-14%
O=C(c1cc(-c2cccs2)nn1-c1ccccc1)N1CCN(S(=O)(=O)c2ccccc2)CC1,10%,10%,nt,0%,-4,-1%,1,nt,nt,nt,16%
Cc1noc(C)c1NC(=O)N(C)C[C@H]1Oc2ccc(NC(=O)Cc3ccccc3)cc2C(=O)N([C@H](C)CO)C[C@@H]1C,1%,nt,nt,6%,-18,-1%,5,nt,nt,nt,-13%
Cc1ccc2c(c1)C(c1ccccc1)N(C(=O)c1ccccc1[N+](=O)[O-])CC(=O)N2 (stereo unspecified),0%,-3%,?,4%,10,0%,0,?,nt,3%,?
COc1ccc(S(=O)(=O)NCc2ccccc2)cc1,7%,3%,nt,-2%,4,0%,26,0%,2%,0%,8%
COc1cc(OC)cc(C(=O)N[C@H](C(=O)OCC(=O)Nc2ccc(OC)c(OC)c2)C(C)C)c1,3%,3%,3%,0%,-8,-2%,-6,2%,-3%,0%,-13%
Cc1ccc(C(=O)NNC(=O)C2CCN(c3nccc(C)n3)CC2)cc1,0%,1%,2%,0%,1,5%,1,-2%,-1%,-1%,3%
CCc1ccc(NC(=O)CCc2nc3sc4c(c3c(=O)[nH]2)CCCC4)cc1,1%,5%,nt,0%,-2,2%,-6,nt,nt,nt,8%
CCOC(=O)c1ccc(N2C(=O)c3n[nH]c(C)c3C2c2ccc(OC)c(OC)c2)cc1 (stereo unspecified),?,?,30%[activator],3%,-11,-8%,13,-5%,1%,-1%,-21%
COc1ccc(/C(C)=N/NC(=S)NCc2ccco2)cc1,?,0%,1%,2%,3,0%,1,-4%,12%,1%,-4%
CC(C)COc1ccc2[nH]c3c(c2c1)CCCC3=O,?,15%,11%,4%,2,102%[activator],3,4%,-4%,-1%,-23%
CCCn1c(CN2CCN(C(=O)OCC)CC2)nc2cc(NC(=O)CC)ccc21,?,6%,-14%,-1%,1,3%,-7,-5%,nt,1%,2%
COc1cc(C2N(c3ccc(Cl)cc3)C(=O)C3CCCN32)cc(OC)c1OC (stereo unspecified),12%,1%,15%,1%,1,0%,-4,0%,2%,5%,-9%
O=C(C1CCCO1)N1CCN(c2c3c(nc4cc(-c5ccc(F)cc5)nn24)CCC3)CC1 (stereo unspecified),2%,22%,-10%,-1%,-3,0%,-13,2%,7%,-1%,5%
COc1ccccc1N1CCN(C(=O)c2cc(C3CC3)on2)CC1,-1%,-1%,-3%,-11%,-5,-3%,-1,-6%,2%,0%,-15%
Cc1ccccc1-c1nc(CN2CCC(C(=O)NCCCN3CCOCC3)CC2)c(C)o1,0%,0%,0%,1%,14,7%,5,5%,5%,0%,3%
CC(=O)c1ccc(N2CCN(C(=S)Nc3ccccc3)CC2)cc1,0%,-1%,-4%,1%,5,8%,-5,10%,5%,-2%,-31%
O=C(N/N=C\c1ccccc1)c1ccccc1-n1cccc1,?,10%,-1%,3%,0,5%,-2,3%,1%,14%,12%
O=C(Cc1ccc(Cl)cc1)Nc1ccc(SC(F)F)cc1,?,?,?,-1%,7,-11%,-19,2%,0%,-1%,-1%
Cc1ccc2oc(-c3ccc(NC(=O)c4ccncc4)cc3O)nc2c1,?,4%,32%[activator],3%,2,13%,-11,8%,-5%,13%,1%
CCC12CN3CC(CC)(CN(C1)C3c1ccc(OC(C)C)cc1)C2=O (stereo unspecified),-6%,7%,?,1%,-1,-1%,0,2%,-3%,-4%,-3%
Cc1nnsc1C(=O)N/N=C/c1cccc(C(F)(F)F)c1,10%,6%,9%,-1%,5,1%,-6,-1%,nt,2%,-23%
CC(=O)CCc1c(C)nc2ccc(C(=O)O)cc2c1Cl,?,-2%,-19%,1%,2,21%,14,1%,3%,-3%,-12%
COc1cccc(C(C(=O)NC2CCCC2)N(CC2CCCO2)C(=O)Cc2cccs2)c1 (stereo unspecified),-9%,5%,?,0%,i,2%,-7,0%,4%,1%,-5%
COc1ccc(C(=O)Nc2cccc(NC(=O)c3ccc(OC)c(OC)c3)n2)cc1OC,?,6%,54%[activator],2%,-2,-12%,-19,15%,0%,2%,9%
COc1ccc(C(=O)NCC(O)CN2CCOCC2)cc1[N+](=O)[O-] (stereo unspecified),8%,-1%,16%,0%,-1,-2%,-3,16%,-2%[11.5 µM],1%,6%
Cc1ccc(C2CC(c3ccc(C)cc3)n3nc(N)nc3N2)cc1 (stereo unspecified),6%,2%,?,0%,-3,17%,-6,-1%,0%,-3%,8%
O=C1CC(C(=O)O)c2ccccc2N1 (stereo unspecified),1%,-3%,4%,4%,-21,1%,-2,-8%,2%,4%,19%
O=C(CN1CCN(S(=O)(=O)N2CCCCCC2)CC1)Nc1cc(Cl)ccc1Cl,-1%,-4%,nt,0%,8,-4%,-1,1%,nt,3%,13%
COc1ccc(CNS(=O)(=O)c2ccc(-n3cnnn3)c(OC)c2)cc1,-8%,0%,19%,3%,-1,-3%,-4,-5%,2%,1%,3%
N#Cc1nc(Cc2ccccc2)oc1N1CCCC1,?,-2%,-7%,6%,0,0%,3,0%,0%,0%,3%
COc1cccc(CNC(=O)c2cc(COc3c(F)cccc3F)on2)c1,?,1%,1%,7%,10,2%,-20,-2%,6%,0%,7%
CC(=O)c1cc(C#N)c(SCc2ccccc2)nc1C,?,?,-5%,-2%,1,-15%,-6,2%,8%,2%,-27%
CCN1CCN(CC(=O)NC2CCCCC2)C(=O)C1=O,-1%,-1%,8%,-1%,-1,1%,-6,-6%,8%,0%,-11%
CCOC(=O)C1=C(N)n2c(s/c(=C\c3ccco3)c2=O)=C(C(=O)OC(C)C)C1c1ccco1 (stereo unspecified),15%,-1%,?,2%,0,-14%,-13,?,2%,1%,-20%
O=C(COc1ccc(-n2ccnc2)cc1)Nc1cccc(Cl)c1,?,3%,16%,-1%,22,2%,11,-1%,-1%,-2%,3%
CCOc1ccc(C(=O)NCc2ccco2)cc1,-1%,-2%,2%,-2%,10,-2%,9,0%,-20%,2%,23%[15.4 µM]
COc1cccc(CN2CCN(C(=O)c3cccc4ccccc34)CC2)c1OC,?,4%,-23%,-2%,0,3%,-6,-1%,-1%,0%,0%
